Screens from PubChem.
ROMK mod: modulators of human ROMK potassium channel; P48048; Tet-inducible ROMK, thallium flux fluorescence; actives lie on both sides; B-score at 10 µM; 130,000 tested, 2% active;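 active = signal ratio slope over the read window, or its plate-corrected B-score, at least 3 SD from the plate mean, either direction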;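 also: B-score of the F/F0 ratio slope over 7 to 12 s after thallium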
S1P3 antagonist: antagonists of human S1P3 receptor; inhibition, % at 4.98 µM; 170,000 tested, 0.27% active; CHO S1P3 NFAT-BLA reporter, FRET fluorescence, antagonist mode; AID 485; Q99500;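 active = inhibition above the plate cutoff, the mean inhibition of test wells on that plate plus 3 SD, cut at about 28% in these data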;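 also: cells challenged with S1P at its EC80 of 0.8 µM; blue over green emission ratio from cleaved BLA substrate after 4 h stimulation; 0% = S1P-stimulated wells and 100% = unstimulated DMSO-only wells; some compounds past the cut are filed as inactive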
TR-FRET SRC-2 ct: counter-screen for PPARgamma SRC-2 recruitment agonists: TR-FRET artefact; 200,000 tested, 0.4% active; TR-FRET ratio at 8 µM; stronger effect = higher value; in the data active = TR-FRET ratio above about 2000; also: inactives centre near 1500; reference of the scale not given here
bIAP act: intestinal alkaline phosphatase (bovine) activation | purified bovine IAP, CDP-star luminescence, 30 min; stronger effect = higher value; fold of DMSO-control signal, blank-subtracted | activation factor at 20 µM | 200,000 tested, 0.17% active | AID 1016;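 active = activation factor of 2 or more at 20 µM, a signal rise over negative controls twice the positive control's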
PPARg SRC-2 ag: promotes SRC-2 coactivator recruitment by human PPARgamma; P37231; PPARgamma LBD-SRC-2 recruitment, biochemical; activation, % at 8 µM; 200,000 tested, 0.34% active; AID 1032; in the data active = activation above about 22%;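 also: 0% = vehicle and 100% = reference agonist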
Lmaj promast: Leishmania major promastigote growth inhibition | AID 1063 | Leishmania major promastigotes, resazurin fluorescence viability | 200,000 tested, 9% active | inhibition, % at 10 µM; in the data active = inhibition above about 50%;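 also: promastigotes grown with compound for 44 hours at 28 °C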
PPARg SRC1 recr: PPARgamma-driven SRC-1 recruitment agonism; activation, % at 8 µM; PPARgamma-SRC-1 coactivator recruitment biochemical assay; 200,000 tested, 0.41% active; AID 631; in the data active = activation above about 19%;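 also: 0% = DMSO and 100% = reference agonist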
bIAP inh: blocks bovine intestinal alkaline phosphatase activity | purified bovine IAP, CDP-star luminescence, 30 min | inhibition, % at 20 µM | 190,000 tested, under 10 active | AID 1019;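 active = over 50% inhibition of intestinal alkaline phosphatase at 20 µM in the single-dose screen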
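Incubation: 30 min reaction at room temperature / Material: purified bovine intestinal alkaline phosphatase (IAP) enzyme / Input: enzyme at 1/65,000,000 dilution / Dosing: 20 µM single dose / Signal: CDP-star luminescence signal / Reagent: CDP-star chemiluminescent phosphatase substrate, 30 µM final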
TLR4 MyD88 comp: TLR4-MyD88 interaction inhibition in cells; HeLa CL3-4 TLR4/MyD88 BLA complementation, FRET ratio; inhibition, % at 8.4 µM; 200,000 tested, 0.18% active; in the data active = inhibition above about 25%;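 also: 0% = vehicle and 100% = reference inhibitor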
Target sequence (O00206 whole entry, looked up): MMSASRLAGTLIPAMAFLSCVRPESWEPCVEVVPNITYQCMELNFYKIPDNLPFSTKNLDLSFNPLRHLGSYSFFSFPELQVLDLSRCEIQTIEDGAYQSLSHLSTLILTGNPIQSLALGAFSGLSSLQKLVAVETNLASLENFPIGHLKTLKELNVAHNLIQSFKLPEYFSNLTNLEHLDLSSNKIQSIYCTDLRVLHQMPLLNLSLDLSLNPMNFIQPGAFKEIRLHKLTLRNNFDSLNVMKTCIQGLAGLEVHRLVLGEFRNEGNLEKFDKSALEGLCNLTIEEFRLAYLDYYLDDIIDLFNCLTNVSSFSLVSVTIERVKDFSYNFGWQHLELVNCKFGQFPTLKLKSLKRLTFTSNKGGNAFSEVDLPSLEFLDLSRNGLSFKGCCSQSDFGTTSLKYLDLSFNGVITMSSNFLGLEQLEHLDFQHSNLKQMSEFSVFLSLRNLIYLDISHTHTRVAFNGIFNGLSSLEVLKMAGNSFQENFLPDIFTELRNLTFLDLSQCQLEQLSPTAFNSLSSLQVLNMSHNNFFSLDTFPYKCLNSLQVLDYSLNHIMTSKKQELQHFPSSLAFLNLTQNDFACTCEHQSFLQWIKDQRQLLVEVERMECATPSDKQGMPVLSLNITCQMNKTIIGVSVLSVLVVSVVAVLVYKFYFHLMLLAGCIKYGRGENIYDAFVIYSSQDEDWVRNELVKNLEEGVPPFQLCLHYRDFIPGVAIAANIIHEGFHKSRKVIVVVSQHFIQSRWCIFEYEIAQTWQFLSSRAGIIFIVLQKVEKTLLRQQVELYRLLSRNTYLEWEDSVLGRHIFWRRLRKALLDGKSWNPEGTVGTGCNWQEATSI
Target sequence (Q99836 whole entry, looked up): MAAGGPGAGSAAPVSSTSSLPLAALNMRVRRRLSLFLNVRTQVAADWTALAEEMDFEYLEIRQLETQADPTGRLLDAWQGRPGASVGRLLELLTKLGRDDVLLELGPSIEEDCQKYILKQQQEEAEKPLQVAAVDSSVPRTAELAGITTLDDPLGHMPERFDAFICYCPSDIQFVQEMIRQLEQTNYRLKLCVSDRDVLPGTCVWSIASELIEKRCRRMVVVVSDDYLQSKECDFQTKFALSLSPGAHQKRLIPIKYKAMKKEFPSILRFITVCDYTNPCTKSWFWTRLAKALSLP
DTT redox prof: compounds producing H2O2 with reducing agent – biochemical, NIH compound library profiling, artefact control for MLSCN library redox annotation, primary screen; DTT-dependent redox cycling H2O2, phenol red/HRP absorbance; 100% = 100 µM peroxide control, 0% = buffer; activation, % at 10 µM; 200,000 tested, 0.03% active;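 active = activation of at least 50% relative to the plate's high and low controls in the primary single-dose screen; inactive = activation below 50%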;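 also: compound incubated with DTT at 0.8 mM final as the reducing agent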
PPARg SRC3 recr: promotes SRC-3 coactivator recruitment by human PPARgamma; P37231; biochemical PPARgamma/SRC-3 coactivator recruitment assay; activation, % at 8 µM; 200,000 tested, 0.26% active; in the data active = activation above about 23%;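 also: 0% = DMSO and 100% = reference agonist; some compounds past the cut are filed as inactive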
* marks the source's active call; other numbers are inactive results; . = no result given.

1	CCSc1nnc(-c2cc3c(s2)-c2ccccc2CC3)o1
2	O=C(NCCCN1CCOCC1)c1cc(-c2ccc(Cl)cc2)on1
3	COc1ccccc1OCCn1c(CO)nc2ccccc21
4	Cc1nn(Cc2ccc(Cl)c(Cl)c2)c(C)c1NC(=O)c1cn(-c2ccccc2)nc1-c1ccccc1
5	O=C(c1cc(F)ccc1F)C1CCCN(C(=O)c2ccc(F)cc2Cl)C1 (stereo not given)
6	COc1ccc(C(=O)NCC(c2cccnc2)N2CCN(c3ccc(F)cc3)CC2)cc1OC (stereo not given)
7	O=S(=O)(c1ccc(S(=O)(=O)N(Cc2ccccc2)Cc2ccco2)cc1)N1CCCC1
8	CCOC(=O)c1c(NC(=O)c2c(C(=O)O)cccc2[N+](=O)[O-])sc(C)c1C
screen / no.	1	2	3	4	5	6	7	8
ROMK mod	.	.	.	-0.16	1	.	.	0.27
S1P3 antagonist	.	14	7	.	-10	19	.	-18
TR-FRET SRC-2 ct	1760	1387	1394	1608	1521	1354	1441	1467
bIAP act	1	1	1	1	0.9	0.9	.	1
PPARg SRC-2 ag	8	-3	-7	5	-2	2	1	1
Lmaj promast	-6	59*	3	77*	7	97*	-1	-5
PPARg SRC1 recr	1	3	11	3	4	-4	2	1
bIAP inh	-1	5	1	0	7	7	.	3
TLR4 MyD88 comp	2	-6	19	-18	-16	-7	14	6
DTT redox prof	3.0	2.8	0.0	-0.1	-1.1	-0.1	1.3	-0.7
PPARg SRC3 recr	3	-5	-2	11	1	1	8	-3

The closing 2 records of the section above are carried over, then new ones follow:
7	O=S(=O)(c1ccc(S(=O)(=O)N(Cc2ccccc2)Cc2ccco2)cc1)N1CCCC1
8	CCOC(=O)c1c(NC(=O)c2c(C(=O)O)cccc2[N+](=O)[O-])sc(C)c1C
9	CC(C(=O)NCCc1nc2ccccc2[nH]1)n1cc([N+](=O)[O-])cn1 (stereo not given)
10	COC(=O)c1cccc(Nc2ncnc3sccc23)c1
11	CCOCCn1c(COc2ccc(C)cc2)nc2ccccc21
12	COc1oc(-c2ccccc2)nc1C(F)(F)F
13	COc1cc(CC(=O)NNC(=O)c2cc(C)oc2C)cc(OC)c1OC
14	COc1cc(/C=C2/C(=O)N(c3ccccc3)N=C2C)ccc1OS(=O)(=O)c1ccccc1
15	O=C(CN1CCN(CCN2C(=O)c3cccc4cccc(c34)C2=O)CC1)c1ccc(Cl)cc1
16	COc1ccc(/C=C/C(=O)Nc2ccc(-c3nnc4n3CCCCC4)cc2)c(OC)c1
screen / no.	7	8	9	10	11	12	13	14	15	16
ROMK mod	.	0.27	.	0.54	-1.2	.	-0.17	0.54	-1.4	1.7
S1P3 antagonist	.	-18	-7	5	-10	-8	-12	0	-2	-19
TR-FRET SRC-2 ct	1441	1467	1396	1640	1576	1566	1461	1759	1622	1423
bIAP act	.	1	1.2	0.9	1.1	1	0.8	1.3	0.5	0.9
PPARg SRC-2 ag	1	1	6	2	9	0	-3	5	-2	0
Lmaj promast	-1	-5	-6	25	24	-3	-7	87*	87*	-3
PPARg SRC1 recr	2	1	9	10	0	-2	0	7	7	-2
bIAP inh	.	3	-24	10	-6	1	22	-27	.	11
TLR4 MyD88 comp	14	6	-20	-11	9	8	-11	-10	13	-4
DTT redox prof	1.3	-0.7	-1.3	5.8	-0.7	-0.6	0.5	0.0	-0.2	-0.1
PPARg SRC3 recr	8	-3	5	6	5	10	4	3	-1	-1

17	CCC(C)N1CCCC1C(=O)Nc1c(C)cc(C)cc1C (stereo not given)
18	COC(=O)C1=C(SC)N(c2ccc(OC)cc2)C(c2ccccc2)CC1=O (stereo not given)
19	O=C(NCCOc1cccc2cccnc12)c1cccs1
20	COc1ccccc1Oc1cc(F)nc(N)n1
21	Cc1cccc(-c2nc(CN3CCCC(C(=O)NC4CCCC4)C3)c(C)o2)c1 (stereo not given)
22	CCN1CCN(Cc2nc3c(c(=O)n(C)c(=O)n3C)n2C(C)C(C)=O)CC1 (stereo not given)
23	O=C(NCc1ccc(Cl)cc1)c1cc(=O)nc2sc(-c3ccccc3)nn12
24	COc1ccccc1OCCCc1c(C)n[nH]c1C
screen / no.	17	18	19	20	21	22	23	24
ROMK mod	0.39	0.43	-0.44	.	.	0.42	-0.19	.
S1P3 antagonist	.	-9	12	.	2	.	.	-6
TR-FRET SRC-2 ct	1610	1548	1582	1444	1492	1665	1326	1484
bIAP act	0.9	1	0.9	0.9	1	1	0.9	1
PPARg SRC-2 ag	0	3	1	1	4	9	-2	9
Lmaj promast	16	-1	-1	-2	8	-3	2	-5
PPARg SRC1 recr	1	2	8	-10	-8	2	-2	11
bIAP inh	11	-2	6	6	-2	4	5	-2
TLR4 MyD88 comp	-6	-10	0	7	17	-3	9	3
DTT redox prof	1.8	0.0	-2.2	1.6	-4.2	-0.3	0.3	-0.9
PPARg SRC3 recr	-11	0	2	-16	8	2	9	0

25	CCCC(C)NC(=O)c1ccc(-c2ccccc2)cc1 (stereo not given)
26	CCN1c2ccccc2-c2nc3ccccc3n2C1c1cccs1 (stereo not given)
27	CC1CCN(CC(=O)Nc2ccccc2C(=O)c2ccccc2)CC1
28	CC(NC(=O)Cc1cccs1)C(c1cccs1)N1CCOCC1 (stereo not given)
29	CCn1nnc(NC(=O)COc2ccc(C3CCCCC3)cc2)n1
30	COc1cc(O)c(CCC(=O)c2cc(OC)c(OC)c(OC)c2)c(OC)c1
31	CC(C(=O)OCC(=O)c1ccc([N+](=O)[O-])cc1)N1C(=O)C2C3CCC(C3)C2C1=O (stereo not given)
32	CS(=O)(=O)N(CC(=O)NC1CCCCC1)Cc1ccc(Cl)cc1
screen / no.	25	26	27	28	29	30	31	32
ROMK mod	0.22	-0.48	-0.48	-1.7	.	-0.12	0.44	0.052
S1P3 antagonist	4	-7	17	7	-16	-1	-18	.
TR-FRET SRC-2 ct	1595	1619	1490	1577	1463	1407	1556	1580
bIAP act	1.1	0.9	0.9	0.9	0.9	0.9	1	1.1
PPARg SRC-2 ag	0	6	1	9	12	-6	5	7
Lmaj promast	2	96*	2	0	10	25	-1	-4
PPARg SRC1 recr	4	8	-6	-2	4	-6	4	6
bIAP inh	-7	7	7	5	13	8	-2	-8
TLR4 MyD88 comp	-4	-11	-13	-7	-2	-10	-4	-3
DTT redox prof	-3.6	-0.4	0.8	-0.4	0.1	-0.2	0.2	0.1
PPARg SRC3 recr	3	-2	1	6	-7	-3	4	0

Record cards, from the list above. Order of screens: ROMK mod | S1P3 antagonist | TR-FRET SRC-2 ct | bIAP act | PPARg SRC-2 ag | Lmaj promast | PPARg SRC1 recr | bIAP inh | TLR4 MyD88 comp | DTT redox prof | PPARg SRC3 recr
CC(C(=O)OCC(=O)c1ccc([N+](=O)[O-])cc1)N1C(=O)C2C3CCC(C3)C2C1=O (stereo not given) is listed with 0.44 | -18 | 1556 | 1 | 5 | -1 | 4 | -2 | -4 | 0.2 | 4
CC1CCN(CC(=O)Nc2ccccc2C(=O)c2ccccc2)CC1 is listed with -0.48 | 17 | 1490 | 0.9 | 1 | 2 | -6 | 7 | -13 | 0.8 | 1

(list continues)
33	O=C(/C=C\c1ccccc1)Nc1ccc(NC(=O)c2ccco2)cc1
34	O=C(O)CCCN1C(=O)C(=O)/C(=C(/O)c2ccccc2)C1/C=C/c1ccccc1 (stereo not given)
35	COc1ccccc1NC(=O)CN1CCSc2ccccc21
36	N#C/C(=N\Nc1ccc(F)cc1)C(=N)N1CCCCCC1
37	Nc1nnc(SCC(=O)c2ccc3ccccc3c2)s1
38	COc1ccc(S(=O)(=O)N2CCC(C(=O)N3CCc4ccccc4C3)CC2)cc1C
39	CCOc1ccc2[nH]c(=O)c(CN(CCOC)C(=O)N3CCOCC3)cc2c1
40	COC(=O)c1ccc(S(=O)(=O)NCc2cccc(OC)c2)n1C
screen / no.	33	34	35	36	37	38	39	40
ROMK mod	0.072	1.2	-0.67	-0.26	-0.25	-2.2	.	.
S1P3 antagonist	-17	-9	2	-1	.	.	5	-39
TR-FRET SRC-2 ct	1558	1624	1606	1606	1333	1416	1499	1459
bIAP act	1	0.9	0.9	0.8	0.9	1	1	1
PPARg SRC-2 ag	6	-1	-1	10	-6	0	0	1
Lmaj promast	-1	-3	9	49	-3	-1	8	-5
PPARg SRC1 recr	10	1	6	6	-2	1	-5	2
bIAP inh	0	7	11	19	7	-3	-4	2
TLR4 MyD88 comp	6	-20	5	-4	-11	-1	1	0
DTT redox prof	-0.4	0.0	-0.3	-2.0	1.0	-0.1	3.9	2.8
PPARg SRC3 recr	7	5	2	4	-3	-3	-4	-1

41	Cc1ccccc1NC(=O)CN1C(=S)NC(C)(C)CC1C (stereo not given)
42	COC(=O)CSc1nc2cc3c(cc2cc1C#N)OCO3
43	Cc1cc(NC(=O)c2cc(-c3ccccc3)on2)n(-c2ccccc2)n1
44	O=C1NC(=Nc2ccccc2)S/C1=C/c1cccnc1
45	O=C(CC(c1ccccc1O)N1CCCCC1)N1CCCCC1 (stereo not given)
46	O=C(Oc1ccc2c(c1)OCO2)c1ccc(Br)c(S(=O)(=O)N2CCOCC2)c1
47	NCC12CC3CC(CC(O)(C3)C1)C2
48	CCO[C@H]1OC(C(=O)N2CCN(Cc3ccccc3)CC2)=C[C@@H](c2ccccc2)[C@@H]1CCCO
screen / no.	41	42	43	44	45	46	47	48
ROMK mod	0.97	.	1	.	.	.	1	.
S1P3 antagonist	-2	12	-21	-10	.	0	.	2
TR-FRET SRC-2 ct	1774	1413	1537	1458	1579	1674	1560	1624
bIAP act	1	1	1	1.1	0.9	0.9	0.9	1.1
PPARg SRC-2 ag	-3	3	11	-7	-7	9	4	7
Lmaj promast	53*	3	-9	9	-1	2	0	0
PPARg SRC1 recr	6	81*	-4	-4	-4	4	-1	6
bIAP inh	0	1	2	-7	6	5	8	-8
TLR4 MyD88 comp	-4	-5	10	-14	14	-4	-7	-6
DTT redox prof	-0.2	2.5	0.0	-0.1	2.0	-0.3	0.2	0.7
PPARg SRC3 recr	-1	18	-7	0	-9	2	11	-2

49	CCOC(=O)C1=C(C)NC(=O)NC1c1cccnc1 (stereo not given)
50	O=C1/C(=C\c2ccc(O)cc2)SC(=S)N1c1cccnc1
51	CCCC1CCC(C(=O)n2nc(N)c3cc4ccc(OC)cc4nc32)CC1 (stereo not given)
52	Cc1ccc(-c2nc(CSCC(=O)NCCN3CCN(Cc4ccccc4)CC3)c(C)o2)cc1
53	Cc1ccoc1C(=O)Nc1ccc(CC(=O)O)cc1
54	Cc1ccc(C)c(NC(=O)C2(C)CC3c4ccccc4C2c2ccccc23)c1 (stereo not given)
screen / no.	49	50	51	52	53	54
ROMK mod	0.52	.	-0.28	-3.7*	1.6	.
S1P3 antagonist	1	-5	-16	-3	.	.
TR-FRET SRC-2 ct	1502	1484	1362	1436	1422	1505
bIAP act	1	0.7	0.9	1	0.9	1
PPARg SRC-2 ag	-5	-4	2	-6	-2	-2
Lmaj promast	2	-4	-7	52*	-2	-2
PPARg SRC1 recr	-5	-2	2	10	-1	-7
bIAP inh	0	26	9	-3	9	1
TLR4 MyD88 comp	10	-6	1	-19	-4	-1
DTT redox prof	0.0	-0.9	1.5	1.5	0.2	-4.5
PPARg SRC3 recr	0	0	4	-7	-5	-11
